# Compound activity: PubChem, National Center for Advancing Translational Sciences (NCATS)
# p53 reactivator: restores transcriptional activity of mutant p53 | actives 0.063% (n = 320,000) | Potency, µM (series often up to 92.2 µM), for inactives: at the highest dose activity change, positive = activation, actives largely listed as activators | H1299 p53-A138V BP100-luciferase reporter, luminescence, 24 h; note: potency is the fitted concentration of half-maximal effect; % of control where 0% means no effect; nearly all actives have a fitted effect of over 45% in size
#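 H1299 (p53-null), stable ts p53-A138V + BP100-Luc; 1000 cells/well, Opti-MEM/10% FBS; cpd 4 pt, 1:5; 24 h, 37 deg C, 5% CO2; detection reagent 10 min RT; luminescence.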
# BRCA1 expr act: increases BRCA1 expression; Potency, µM (titrated, usually from 46.1 µM), inactives show at the highest dose activation, most hits filed as activators; MCF7-BRCA1-FFLuc reporter, luminescence, 48 h; response scale: scaled: vehicle 0%, 10 µM genistein 100%; actives 1.1% (n = 380,000); note: potency is the fitted concentration of half-maximal effect; nearly all actives have a fitted effect of over 80% in size; some results filed as inactive show a strong effect at the top dose
#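 First, MCF7-BRCA1-FFLuc cells (2000/well) attach for 2 h; next, compounds are pin-added and incubated 48 h at 37 °C; finally, luciferase reagent is added and luminescence read after 15 min.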
# Integrin act MD: integrin-mediated muscular dystrophy alleviation activation; alpha7betagal myoblasts, beta-gal FDG fluorescence, 48 h; Potency, µM (highest dose often 38.3 µM), without a hit: top-dose activation, usual class: activators; actives 0.064% (n = 350,000); AID 624291;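 note: potency is the fitted concentration of half-maximal effect; 100% = response of the positive control SU9516; nearly all actives have a fitted effect of over 60% in size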
#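 alpha7betagal+/- myoblasts (passage 13, 250/well) treated 48 h at 37C with compounds at 1:260 dilution of DMSO stock. Lysed, then beta-galactosidase activity read as FDG fluorescence (ex 480/em 540) after 30 min, with pre-read for autofluorescence.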
# B2AR arrestin: agonists driving beta-arrestin recruitment to human beta2-adrenergic receptor; Potency, µM (titrated, usually from 46.1 µM), for inactives: top-dose activation, hits mostly activators; beta-arrestin recruitment to beta2AR, cell-based reporter; actives 0.02% (n = 330,000); AID 492947; P07550;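 note: potency is the fitted concentration of half-maximal effect; 0% = DMSO controls and full agonism = EC100 isoproterenol or metaproterenol; nearly all actives have a fitted effect of over 65% in size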
# Target sequence (P07550 whole entry, looked up): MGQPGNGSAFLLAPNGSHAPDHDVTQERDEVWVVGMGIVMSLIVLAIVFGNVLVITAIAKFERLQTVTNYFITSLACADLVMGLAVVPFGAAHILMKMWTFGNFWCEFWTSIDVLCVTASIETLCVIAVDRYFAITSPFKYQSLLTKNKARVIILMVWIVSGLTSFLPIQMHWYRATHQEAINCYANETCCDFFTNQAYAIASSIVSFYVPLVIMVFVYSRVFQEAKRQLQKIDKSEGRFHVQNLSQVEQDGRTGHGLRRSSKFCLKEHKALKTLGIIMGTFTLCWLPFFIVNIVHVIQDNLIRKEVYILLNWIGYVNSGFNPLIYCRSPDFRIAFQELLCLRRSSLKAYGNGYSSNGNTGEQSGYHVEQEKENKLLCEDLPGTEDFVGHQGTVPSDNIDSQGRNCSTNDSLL
# Eya2 phos inh: Eya2 (human) phosphatase inhibition | Potency, µM (highest dose often 76.9 µM), for the others: at the top dose activity, negative = inhibition, most hits filed as inhibitors | AID 488837 | actives 0.006% (n = 330,000) | O00167 | recombinant Eya2, OMFP fluorescence dephosphorylation (OMFP is methylfluorescein phosphate); note: potency is the fitted concentration of half-maximal effect; % is set by controls: 0 for no effect and ±100 for the full control effect
# Target sequence (O00167 whole entry, looked up): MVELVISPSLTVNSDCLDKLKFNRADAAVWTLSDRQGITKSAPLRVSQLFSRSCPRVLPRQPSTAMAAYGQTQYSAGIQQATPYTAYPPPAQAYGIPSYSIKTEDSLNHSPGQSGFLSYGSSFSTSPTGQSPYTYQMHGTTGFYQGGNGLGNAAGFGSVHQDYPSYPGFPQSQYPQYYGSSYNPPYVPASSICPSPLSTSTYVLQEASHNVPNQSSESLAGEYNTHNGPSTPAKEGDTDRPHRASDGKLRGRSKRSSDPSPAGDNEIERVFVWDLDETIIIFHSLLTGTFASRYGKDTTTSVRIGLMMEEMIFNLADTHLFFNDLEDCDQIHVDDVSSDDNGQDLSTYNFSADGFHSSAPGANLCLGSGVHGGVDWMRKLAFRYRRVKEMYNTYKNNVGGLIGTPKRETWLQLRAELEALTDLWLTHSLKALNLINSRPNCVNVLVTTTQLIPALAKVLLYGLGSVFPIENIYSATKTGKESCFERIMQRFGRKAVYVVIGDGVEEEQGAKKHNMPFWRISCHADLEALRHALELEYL
#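 Eya2 (0.2 uM) preincubated 10 min at ambient with compound, then OMFP substrate added at 50 uM; 10 min reaction in 50 mM HEPES pH 7.5, 50 mM NaCl, 5 uM MgCl2, 0.05% BSA, 1 mM DTT. Fluorescence read at Ex 485/Em 525 nm.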
# USP2a inh: USP2a (human) protease inhibition; Potency, µM (doses to about 38.3 µM), for inactives: top-dose activity change, negative = inhibition, actives largely listed as inhibitors; AID 463254; actives 0.01% (n = 330,000); O75604; USP2 core, Ub-CHOP2 coupled fluorogenic reporter, 485/531;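 note: potency is the fitted concentration of half-maximal effect; plate controls were DMSO wells for no effect and full inhibition by NEM control for full effect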
#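 Cell-free coupled assay: 10nM USP2 core preincubated 30min RT with compound in Tris-HCl pH 8.0/CaCl2/CHAPS buffer, then 25nM Ub-CHOP2 and 25nM reporter substrate; fluorescence (Ex 485/Em 531) read after 60min RT, normalized to NEM inhibition, concentration-response curves fitted.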
# ELG1 genotoxic: genotoxicity induction in ELG1-luciferase HEK293T cells | HEK293T ELG1-luciferase reporter, luminescence, 16 h | Potency, µM (series often up to 46 µM), without a hit: at the highest dose activity change, positive = activation, actives largely listed as activators | actives 1.3% (n = 330,000) | AID 504466; note: potency is the fitted concentration of half-maximal effect; % of control where 0% means no effect; nearly all actives have a fitted effect of over 60% in size
#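 Reporter readout depends on ELG1 protein level, which increases with genetic stress. After 16 hr compound exposure at 37 °C, luciferase activity was quantified using ONE-Glo.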
# uPA surface inh: inhibitors of cell surface uPA generation. cell surface uPA generation assay, qHTS. Potency, µM (series often up to 38.3 µM), without a hit: at the top dose activity change, negative = inhibition, most hits filed as inhibitors. actives 0.31% (n = 330,000). AID 540303; active = well fitted inhibition curve with a large enough effect; inconclusive = small, poorly fitted or top-dose-only effect; inactive = no such curve, though single readings can be large or run the other way; tested in mouse RAW 264.7 cells; note: potency is the fitted concentration of half-maximal effect; % is set by controls: 0 for no effect and ±100 for the full control effect; nearly all actives have a fitted effect of over 55% in size
# ASM inhibitor: inhibitors of human secretory acid sphingomyelinase | Potency, µM (series often up to 57.5 µM), inactives show top-dose activity change, negative = inhibition, most hits filed as inhibitors | actives 0.006% (n = 340,000) | AID 504937 | placental ASM, HMU-PC fluorogenic substrate, 60 min; note: potency is the fitted concentration of half-maximal effect
#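 qHTS format. ASM enzyme prepared from human placenta hydrolyses the fluorogenic substrate HMU-PC0 (9 uM final) over 60 min at 37 °C after a 10 min compound preincubation.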
# TSG101-PTAP inh: blocks PTAP/TSG101 interaction to inhibit HIV-1 budding; AID 493005; Q99816; Potency, µM (top dose mostly 115 µM), without a hit: at the top dose activity change, negative = inhibition, usual class: inhibitors; 340,000 tested, under 10 active; Fluorescence polarization, FITC-PTAP peptide / Tsg101 binding; active = well fitted inhibition curve with a large enough effect in the main read-out, with a control signal flat, not every such curve was filed as active; inconclusive = small, poorly fitted or top-dose-only effect, or effect the other way, or a change in a side signal; inactive = no such curve, though single readings can be large or run the other way; note: potency is the fitted concentration of half-maximal effect; % of control where 0% means no effect
#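 Steps: Tsg101 binding domain dispensed (10 uM final), compounds pinned in DMSO, FITC-labeled PTAP-motif peptide added (50 nM final); after 20 min binding at room temperature, polarization measured.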
# TRPV1 ag: activates the human vanilloid receptor TRPV1; Q8NER1; TRPV1-expressing cells, Fluo-8 calcium influx, agonist mode; activation, % at 8.33 µM; actives 0.19% (n = 320,000); AID 540275; in the data active = activation above about 80%; inconclusive = between about 30% and that limit; note: 0% is about no effect
#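 Fluo-8 calcium influx in TRPV1-expressing cells, kinetic read (ex 480/em 520 nm). Compound added and read 3 min for agonist activity, followed by capsaicin at EC20 final and 2 min further read for enhancement.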
# Numbers without * were called inactive; ? = inconclusive; · = not tested or not shown; [ ] = another dose, or the depositor's remark. Unless noted, calls come from the whole dose curve; as a rule, active = well fitted curve in the direction sought with a large enough effect; inconclusive = small, poorly fitted or top-dose-only effect, or another doubt; inactive = no such curve, though single readings can be large; an effect the other way counts as inactive or inconclusive.
SMILES,p53 reactivator,BRCA1 expr act,Integrin act MD,B2AR arrestin,Eya2 phos inh,USP2a inh,ELG1 genotoxic,uPA surface inh,ASM inhibitor,TSG101-PTAP inh,TRPV1 ag
N#CCCN(Cc1cccnc1)C(=S)NC1CC2C=CC1C2 (stereo unspecified),1%,-22%,-9%,-0.4%,-3%,-1%,0%,2%,3%,-4%,-1
COc1ccc(NC(=O)CS(=O)CC(=O)Nc2ccc(OC)c(OC)c2)cc1 (stereo unspecified),-6%,2%,0%[7.66 µM],0.3%,8%,2%,0%,6%,7%,-2%,·
COc1cccc(Oc2ccc(N/C=C/C(=O)C(C)(C)C)cc2)c1,9%,-16%,-9%,-1.3%,-3%,2%,?,3%,26%,-3%,16
Cc1cc(C(=O)CSc2cccc[n+]2[O-])c(C)n1-c1ccc(Br)cc1,2%,·,·,?,20%,4%,?,·,·,·,3
O=C(O/N=C\c1ccc(N2CCCCC2)c([N+](=O)[O-])c1)c1cccc(C(F)(F)F)c1,9%,22%,1%,-0.1%,-1%,2%,20%,6%,-12%,-4%,7
Cc1cccc(C)c1NC(=S)NN1CCN(C)CC1,0%,-1%,20%,-0.1%,0%,3%,5%,4%,1%,-5%,2
O=C(Nc1ccc(-n2ccnc2P(=O)(O)c2ccccc2)cc1)c1ccccc1Br,9%,3%,1%,-1.3%,13%,1%,2%,-7%,145%[activator],-5%,-2
Cc1cccc(N2CCN(C(=O)c3ccc(Cl)c(NC4=NC5CS(=O)(=O)CC5S4)c3)CC2C)c1 (stereo unspecified),-4%,-11%,23%,-0.6%,2%,1%,-10%,1%,0%,-5%,0
CCN1C(=O)[C@@H]2[C@@H](c3ccc(-c4ccc(OC)cc4)cc3)N3CCCC[C@@]3(C(=O)OC)[C@@H]2C1=O,-9%,-8%,-2%,-1.0%,9%,-2%,-8%,8%,-10%,2%,3
CCOC(=O)Cn1c(CN2CCN(C(c3ccccc3)c3ccccc3)CC2)nc2c1c(=O)n(C)c(=O)n2C,2%,-14%,-8%,-0.3%,6%,3%,17%,-6%,-6%,-3%,2
COc1ccc(C(=O)NC(=S)N2CCN(c3ccccc3OC)CC2)cc1,4%,12%,9%,-0.5%,-7%,2%,0%,-7%,-2%,-3%,7
Cc1ccc(C(=O)NCC(=O)NCc2ccc(Cl)cc2)s1,-5%,-18%,-12%,-0.5%,1%,7%,1%,0%,6%,-5%,·
Cc1oc2c(C)c3oc(=O)c4c(c3cc2c1C)CCC4,2%,-15%,15%,0.3%,-6%,-1%,0%,1%,16%,0%,0
COCCCn1c(Cc2ccccc2)nnc1SCC(=O)N1CCCCC1,4%,-20%,0%,-0.3%,7%,0%,0%,·,1%,-2%,-7
S=c1[nH]nc(COc2ccc(Cl)cc2Cl)n1-c1ccccc1,·,-5%,9%,0.0%,2%,-2%,-2%,9%,-10%,-8%,-3

# An excerpt from above in order of SMILES length, highest first:
SMILES,p53 reactivator,BRCA1 expr act,Integrin act MD,B2AR arrestin,Eya2 phos inh,USP2a inh,ELG1 genotoxic,uPA surface inh,ASM inhibitor,TSG101-PTAP inh,TRPV1 ag
CCN1C(=O)[C@@H]2[C@@H](c3ccc(-c4ccc(OC)cc4)cc3)N3CCCC[C@@]3(C(=O)OC)[C@@H]2C1=O,-9%,-8%,-2%,-1.0%,9%,-2%,-8%,8%,-10%,2%,3
CCOC(=O)Cn1c(CN2CCN(C(c3ccccc3)c3ccccc3)CC2)nc2c1c(=O)n(C)c(=O)n2C,2%,-14%,-8%,-0.3%,6%,3%,17%,-6%,-6%,-3%,2
O=C(Nc1ccc(-n2ccnc2P(=O)(O)c2ccccc2)cc1)c1ccccc1Br,9%,3%,1%,-1.3%,13%,1%,2%,-7%,145%[activator],-5%,-2
COc1ccc(NC(=O)CS(=O)CC(=O)Nc2ccc(OC)c(OC)c2)cc1 (stereo unspecified),-6%,2%,0%[7.66 µM],0.3%,8%,2%,0%,6%,7%,-2%,·
S=c1[nH]nc(COc2ccc(Cl)cc2Cl)n1-c1ccccc1,·,-5%,9%,0.0%,2%,-2%,-2%,9%,-10%,-8%,-3
COCCCn1c(Cc2ccccc2)nnc1SCC(=O)N1CCCCC1,4%,-20%,0%,-0.3%,7%,0%,0%,·,1%,-2%,-7
Cc1cccc(C)c1NC(=S)NN1CCN(C)CC1,0%,-1%,20%,-0.1%,0%,3%,5%,4%,1%,-5%,2

# (continued)
SMILES,p53 reactivator,BRCA1 expr act,Integrin act MD,B2AR arrestin,Eya2 phos inh,USP2a inh,ELG1 genotoxic,uPA surface inh,ASM inhibitor,TSG101-PTAP inh,TRPV1 ag
COC(=O)c1ccc(-c2nn(C)c(=O)c3ccccc23)cc1,-3%,-13%,-34%,-0.7%,4%,0%,13%,-11%,-1%,-1%,-3
S=C(NCc1ccncc1)Nc1cccc(Cl)c1,3%,-16%,-23%,0.0%,1%,-2%,-6%,-1%,4%,-3%,?
CCOC(=O)c1cnc2c(C)c(Cl)ccc2c1N1CCOCC1,-4%,3%,9%,0.4%,7%,1%,-4%,-4%,2%,-1%,·
O=C(NC1CCCN(Cc2ccc(Cl)cc2)C1)c1ccnc(Cl)c1 (stereo unspecified),·,-15%,0%,0.4%,-16%,-3%,-18%,-1%,-2%,-4%,?
CCOC(=O)Cn1c(=N)n(CCOc2ccc(Br)cc2)c2ccccc21,-5%,1%,-1%,-0.2%,-1%,0%,-3%,-4%,-3%,-1%,6
Cc1ccc(NC(=S)NCC2CCN(C(C)c3ccccc3)C2)cc1C (stereo unspecified),14%,-6%,-25%,-0.1%,-6%,-2%,-4%,-16%,-1%,0%,7
Cc1c(C(=O)OCC(=O)N2CCCCC2C)oc2ccccc12 (stereo unspecified),?,116%,?,0.2%,5%,2%,13%,14%,4%,-4%,?
N#Cc1ccccc1NC(=O)COC(=O)c1cccs1,-5%,0%,2%,-0.7%,2%,0%,1%,-1%,2%,0%,·
Cc1ccc(OCC(=O)Nc2oc(-c3ccccc3)c(-c3ccccc3)c2C#N)cc1,·,19%,-17%,·,·,·,·,2%,-3%,-8%,·
O=C(CCCn1c(=O)[nH]c2ccccc2c1=O)N1CCN(c2ccccn2)CC1,-2%,-11%,7%,2.4%,1%,4%,1%,1%,-1%,0%,3
O=C1c2ccccc2C(=O)N1Cc1nc(-c2ccncc2)no1,0%,7%,-44%,-0.2%,14%,0%,0%,·,3%,-3%,7
COc1ccc(/C=C2\SC(=S)N(C(C(=O)O)c3ccccc3)C2=O)c(OC)c1 (stereo unspecified),4%,28%,23%,6.6%,2%,-1%,1%,5%,0%,1%,-2
N#CCCCSc1nnc(Cc2ccc3c(c2)OCO3)o1,26%,1%,-3%,-0.5%,-7%,1%,2%,-3%,9%,-4%,-3
Cc1cc(C(=O)NNC(=O)c2ccc(NC(=O)CC#N)cc2)c(C)o1,-3%,-9%,3%,-0.3%,12%,4%,0%,0%,3%,-4%,1
CC1=C(C#N)C(Nc2cc(C)ccn2)(C(F)(F)F)C(=O)N1 (stereo unspecified),0%,-1%,3%,0.5%,7%,0%,-1%,6%,3%,-3%,1
Nc1scc(-c2ccncc2)c1Cl,?,?,-24%,-0.9%,-5%,2%,?,-3%,1%,-3%,1
Cn1c(CNC(=O)c2ccccc2F)nnc1SCC(=O)Nc1nncs1,14%,6%,15%,0.1%,-9%,-3%,2%,3%,-6%,0%,-2
CC1CCCN(C(=O)CN2C(=O)NC(C)(c3ccc4ccccc4c3)C2=O)C1 (stereo unspecified),-10%,-38%,22%,-0.6%,-24%,-5%,1%,4%,-1%,-1%,·
Cc1cc(NC(=O)CSc2nc(=O)cc(N)n2-c2ccc(C)c(C)c2)no1,3%,3%,20%,0.0%,-3%,1%,7%,-9%,2%,-3%,-1
CCN(CC(=O)NCc1cccs1)C(=O)c1ccccc1F,-2%,-11%,-6%,-0.7%,-5%,0%,-7%,-6%,-1%,0%,-3
CCc1ccc(NC(=O)C2=CC=CN3CCS(=O)(=O)N=C23)cc1,2%,16%,12%,0.4%,-3%,3%,8%,-17%,-3%,-9%,1
COc1cccc(NC(=O)CN(C)C(C)C(=O)Nc2ccc(C(C)=O)cc2)c1 (stereo unspecified),-1%,-13%,0%,0.0%,-5%,0%,-3%,-7%,-1%,-4%,2
O=S(=O)(NCc1ccco1)c1cnc(Cl)c(Br)c1,5%,-47%,-47%[inhibitor],0.4%,-3%,6%,-1%,-3%,4%,-3%,0
COc1ccc(CSc2n[nH]c(C)n2)cc1[N+](=O)[O-],10%,23%,-1%,0.4%,0%,4%,4%,-6%,6%,-6%,3
